Screening results (PubChem)
pAkt inh: blocks phosphorylation of Akt; Neuro2A IGF-stimulated pAkt S473 HTRF, 20 min; active compounds read low; activity change, % for hits at 50 µM; 360,000 compounds, 0.32% hits; in the data active = activity change below about -80%; inconclusive = mostly about -51% to -80%; also: % is scaled to controls: 0 for no effect and ±100 for the full control effect
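Neuro2A cells (4,500/well, DMEM with 0.5% FBS) were treated with compound at a single 50 µM final concentration, stimulated with 6 nM IGF for 20 min at 37 °C, and lysed. Phospho-Akt Ser473 was read by HTRF as 665/615 ratio ×10^4.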
TGFb SMAD3 inh: TGF-b pathway inhibition | HepG2 CAGA-GFP TGF-b/SMAD3 reporter, GFP fluorescence, 18 h; TGF-beta stimulated, 500 pg/mL final | Potency, µM (doses to about 46.1 µM), for the others: at the top dose activity, negative = inhibition, usual class: inhibitors | 410,000 compounds, 1.2% hits | AID 588855; also: potency is read from the fitted curve at half-maximal effect; % is scaled to controls: 0 for no effect and ±100 for the full control effect; nearly all actives have a fitted effect of over 65% in size
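Cell-based qHTS in HEPG2 carrying a CAGA-GFP Smad reporter; compounds added before 500 pg/mL final TGF-beta, 18 h incubation at 37 degrees C, GFP fluorescence quantified per cell by imaging cytometry.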
EPAC2 antag: EPAC2 (human) antagonism; EPAC2 GEF exchange of Rap1B-BODIPY-GDP, fluorescence; Potency, µM (titrated, usually from 114 µM), for inactives: at the top dose activity, negative = inhibition, hits mostly inhibitors; 360,000 compounds, 0.18% hits; AID 720708; also: potency is read from the fitted curve at half-maximal effect; % is scaled to controls: 0 for no effect and ±100 for the full control effect; nearly all actives have a fitted effect of over 45% in size; many of its hits are not listed in these tables
Target sequence (Q8WZA2 whole entry, looked up): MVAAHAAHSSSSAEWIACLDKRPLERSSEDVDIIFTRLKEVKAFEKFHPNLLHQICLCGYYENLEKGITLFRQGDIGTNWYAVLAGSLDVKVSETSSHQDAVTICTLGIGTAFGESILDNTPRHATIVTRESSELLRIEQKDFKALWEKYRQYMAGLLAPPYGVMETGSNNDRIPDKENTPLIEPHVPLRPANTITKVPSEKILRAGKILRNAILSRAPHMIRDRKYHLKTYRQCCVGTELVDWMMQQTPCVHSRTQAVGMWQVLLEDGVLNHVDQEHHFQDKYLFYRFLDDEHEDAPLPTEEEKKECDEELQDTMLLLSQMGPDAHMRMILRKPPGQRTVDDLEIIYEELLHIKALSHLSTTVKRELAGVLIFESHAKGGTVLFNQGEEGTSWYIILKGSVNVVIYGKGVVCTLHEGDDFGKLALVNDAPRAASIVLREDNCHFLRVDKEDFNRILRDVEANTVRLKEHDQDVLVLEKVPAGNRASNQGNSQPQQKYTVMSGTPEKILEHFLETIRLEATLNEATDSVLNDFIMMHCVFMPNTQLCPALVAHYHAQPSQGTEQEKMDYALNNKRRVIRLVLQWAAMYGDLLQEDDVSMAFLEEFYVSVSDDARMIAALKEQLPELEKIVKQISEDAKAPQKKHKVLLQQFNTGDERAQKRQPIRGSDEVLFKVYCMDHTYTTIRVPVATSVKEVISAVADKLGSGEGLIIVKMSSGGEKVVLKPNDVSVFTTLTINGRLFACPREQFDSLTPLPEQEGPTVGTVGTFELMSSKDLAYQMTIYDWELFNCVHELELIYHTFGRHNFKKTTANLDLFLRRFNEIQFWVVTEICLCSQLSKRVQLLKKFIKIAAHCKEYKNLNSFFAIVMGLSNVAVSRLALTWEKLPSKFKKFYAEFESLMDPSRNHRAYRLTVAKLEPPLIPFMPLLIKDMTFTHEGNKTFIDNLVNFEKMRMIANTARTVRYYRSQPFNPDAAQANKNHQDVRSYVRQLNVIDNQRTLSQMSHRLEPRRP
EPAC2 agonist: EPAC2 (human) agonism; Q8WZA2; EPAC2 activation, biochemical qHTS; response scale: 100% = 6.5 mM cAMP response; Potency, µM (titrated, usually from 154 µM), without a hit: at the highest dose activation, most hits filed as activators; 360,000 compounds, 0.079% hits; AID 720711; also: potency is read from the fitted curve at half-maximal effect; nearly all actives have a fitted effect of over 50% in size
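Guanine nucleotide exchange by EPAC2 is measured as reduced fluorescence of BODIPY-GDP once it is released from 250 nM Rap1B. Plates are read kinetically for 30 min at room temperature; results are scaled to 6.5 mM cAMP.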
Nrf2 activator: Nrf2 pathway activation; 410,000 compounds, 0.31% hits; AREc32 ARE-luciferase reporter (MCF7-derived line), luminescence, 24 h; Potency, µM (doses to about 46.1 µM), inactives show top-dose activation, usual class: activators; AID 624171; also: potency is read from the fitted curve at half-maximal effect; % of control where 0% means no effect; nearly all actives have a fitted effect of over 65% in size
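Reporter line AREc32 (ARE-Fluc), seeded overnight in OPTI-MEM with 5% FBS; compound pin-transferred, 24 hr at 37 deg C, 5% CO2; luminescent read-out.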
Nrf2 inh: inhibitors of Nrf2 signaling | A549 ARE-Fluc reporter, luciferase luminescence, 18-24 h | Potency, µM (doses to about 46 µM), without a hit: at the top dose activity change, negative = inhibition, hits mostly inhibitors | 360,000 compounds, 2.1% hits | AID 504444; also: potency is read from the fitted curve at half-maximal effect; % is scaled to controls: 0 for no effect and ±100 for the full control effect; nearly all actives have a fitted effect of over 60% in size
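In this cell-based qHTS, ARE-driven firefly luciferase in A549 cells reports Nrf2 activity; the luminescent signal after BugLite lysis is the measured value, with a prior CellTiter-Fluor read for cell health.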
Mm-Cpn inhibitor: inhibitors of Methanococcus maripaludis chaperonin (MmCpn); 330,000 compounds, 0.031% hits; Potency, µM (highest dose often 76.9 µM), inactives show at the highest dose activity, negative = inhibition, most hits filed as inhibitors; purified Mm-Cpn ATPase, ADP Transcreener TR-FRET; also: potency is read from the fitted curve at half-maximal effect; % is scaled to controls: 0 for no effect and ±100 for the full control effect; nearly all actives have a fitted effect of over 80% in size
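ATPase read-out: TR-FRET ADP immunoassay (anti-ADP Eu cryptate vs ADP-d2), ex 320 nm, em 590/665 nm; signal drops as ADP forms. Enzyme 25 nM, ATP 10 uM, 30 min at 37°C after 10 min compound preincubation.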
A549 viability: A549 cytotoxicity, counter-screen for Nrf2 inhibitors; A549 ARE-Fluc cells, CellTiter-Fluor viability, 18-24 h; Potency, µM (series often up to 46 µM), without a hit: at the top dose activity change, negative = cytotoxicity, most hits filed as inhibitors; 390,000 compounds, 0.16% hits; AID 504648; also: potency is read from the fitted curve at half-maximal effect; % is scaled to controls: 0 for no effect and ±100 for the full control effect
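Cytotoxicity counterscreen: CellTiter-Fluor fluorescence was measured in A549 ARE_Fluc cells after 18-24 h of compound exposure in a concentration series. The subsequent BugLite luminescent read reports ARE-luciferase activity.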
CCT chaperon mod: modulators of cytosolic chaperonin (CCT/TRiC) activity; purified chaperonin ATPase assay, HTRF ADP detection, 30 min; activity change, % (concentration not given with the values), hits read low; 360,000 compounds, 0.3% hits; AID 651819; in the data active = activity change below about -30%; also: % is scaled to controls: 0 for no effect and ±100 for the full control effect
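First, chaperonin was dispensed at 40 nM or 20 nM final depending on batch activity. Next, compounds were pinned at 76 uM and ATP added at 10 uM. After 30 min at 37 °C, ADP detection reagents ran 30 min at ambient temperature.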
* = called active by the depositor; i = inactive; ? = inconclusive; . = not tested or not shown; [ ] = remark or other dose. Unless noted, calls follow the shape of the dose curve; as a rule, active = well fitted curve in the direction sought with a large enough effect; inconclusive = small, poorly fitted or top-dose-only effect, or another doubt; inactive = no such curve, though single readings can be large; an effect the other way counts as inactive or inconclusive. This is a subset, so the mix of outcomes need not match the whole.

SMILES | pAkt inh | TGFb SMAD3 inh | EPAC2 antag | EPAC2 agonist | Nrf2 activator | Nrf2 inh | Mm-Cpn inhibitor | A549 viability | CCT chaperon mod
CC1CCc2c(sc(NC(=O)COC(=O)c3ccc(NC(=O)CC#N)cc3)c2C#N)C1 (centres undefined) | i | -3% | 0% | 4% | 5.9% | 1% | 1% | 0% | -1.6
N#Cc1cc(-c2ccccc2)cnc1Sc1ccccc1 | i | -2% | 1% | 11% | 0.5% | 23% | -5% | 5% | -0.7
NNC(=O)c1nc2ccccc2s1 | i | -11% | 28% | 27% | 12% | . | . | . | -3.2
O=C(c1ccccc1)N1CCN(CC(O)COc2cccc3ccccc23)CC1 (centres undefined) | i | -6% | -11% | 0% | 0.3% | -7% | -1% | -3% | -2.6
COc1ccc(NC2CCCN(C(=O)c3cccc(N4CCNC4=O)c3)C2)cc1 (centres undefined) | i | -11% | 5% | 0% | -0.1% | 1% | 0% | -2% | 1.1
COc1ccc(N2CC(C(=O)Nc3nnc(SCC(=O)N4CCCC4)s3)CC2=O)cc1 (centres undefined) | i | -8% | 3% | 9% | 0.3% | 1% | 1% | 6% | -1.0
O=C(/C=C/c1ccccc1[N+](=O)[O-])OCC(=O)N1CCCC1 | i | -27% | 1% | -2% | ? | 15% | 3% | -8% | 1.2
CS(=O)(=O)NCCn1ccc2ccccc21 | i | 8% | 9%[57.1 µM] | -13% | 0.4% | -5% | -1% | -3% | 1.0
CC[C@]12C(=O)N(C)C[C@H]([C@@H]3C(=O)N(C)C(=O)[C@@H]31)N2C(=O)c1ccccc1 | i | -1% | 4% | 12% | -1.1% | 0% | . | 3% | -1.3
O=C1c2ccccc2S(=O)(=O)c2cc(N3CCN(C(=O)c4ccccc4)CC3)ccc21 | i | -2% | 51%[activator] | -10% | 6.3% | 13% | . | 6% | 2.4
Cc1cnc(C(=O)Oc2cccc(Cl)c2Cl)cn1 | i | 2% | -2% | 2% | -0.1% | 3% | -1% | 2% | -0.1
COc1ccc(/C=C(\NC(=O)c2ccco2)C(=O)NC(Cc2ccccc2)C(=O)O)cc1 (centres undefined) | i | 2% | 2% | 7% | -0.5% | 0% | -6% | -1% | 0.5
CCN(C(=O)COC(=O)CCS(=O)(=O)c1ccccc1)c1c(N)n(Cc2ccccc2)c(=O)[nH]c1=O | i | 19% | 8% | 0% | 0.1% | -32% | . | -6% | 0.3
COc1ccc(C(=O)N2CCN(C(=O)C3COc4ccccc4O3)CC2)cc1 (centres undefined) | . | -6% | -2% | 10% | -0.5% | ? | -3% | -7% | -1.2
CCC1CCC(C(=O)NNC(=O)c2cc(-c3ccco3)[nH]n2)CC1 (centres undefined) | i | 6% | 3% | -7% | -0.7% | 3% | -18% | -7% | -5.9
Cc1ccc2oc(C(=O)Nc3nc(-c4ccc(F)cc4)ns3)c(C)c2c1 | . | ? | . | . | 5.9% | 4% | . | 6% | .
CCOC(=O)c1c(C)n(CCNC(C)=O)c2ccc(OC)cc12 | i | -2% | 0% | -5% | -0.6% | 1% | -1% | 4% | 1.3
COc1ccc(NC2=CC(c3ccc(F)cc3)N(c3ccc(OC)cc3)C2=O)cc1 (centres undefined) | i | -1% | 10% | -12% | 1.9% | 7% | -1% | -2% | -0.2
Nc1nc(C(F)(F)F)c(Br)c(=O)n1N | i | 16% | -3% | 2% | 0.5% | 2% | -7% | 1% | -1.5
CCN(CC(=O)Nc1ccc(N2CCOCC2)cc1)C(=O)c1ccc(C#N)cc1 | i | 1% | -1% | -3% | -0.1% | -13% | -1% | -6% | -5.0
Cc1cccc(NC(=O)CSc2nnc3scc(-c4ccccc4)n23)c1 | . | -2% | . | . | 6.5% | -25% | . | 1% | .
CC(C)c1cccc(C2=CC(=O)C[C@H](c3ccc4c(c3)OCO4)C2)c1 | i | ? | -4% | 3% | 6.0% | -13% | 0% | 0% | -1.9
COc1cc(OC)cc(C(=O)NNC(=O)CN2C(=O)NC(C)(c3ccc(C)cc3)C2=O)c1 (centres undefined) | i | 0% | 2% | 6% | -0.6% | 4% | 0% | -1% | -1.4
Clc1ccccc1CNc1nc2ccccc2n2cnnc12 | i | -2% | 10% | 6% | 5.9% | 8% | 0% | 13% | -0.8
CCOC(=O)c1c(C)[nH]c(C)c1S(=O)(=O)NCC(=O)N1CCN(c2cccc(C)c2)C(C)C1 (centres undefined) | . | -19% | . | . | -0.4% | ? | . | -2% | .

Later entries:
SMILES | pAkt inh | TGFb SMAD3 inh | EPAC2 antag | EPAC2 agonist | Nrf2 activator | Nrf2 inh | Mm-Cpn inhibitor | A549 viability | CCT chaperon mod
COCCNC(=O)C1=C(N)C(C(=O)Nc2ccc(C)c(S(=O)(=O)N3CCCCC3)c2)SC1=Nc1ccc(C)cc1C (centres undefined) | i | ? | ? | 6% | 0.6% | ? | -4% | 3%[1.84 µM] | -1.4
Cc1cc(NC(=O)C(C)SCC(=O)N(C)CC(=O)Nc2ccccc2C(F)(F)F)no1 (centres undefined) | i | -1% | -1% | -6% | -0.5% | 3% | -1% | -5% | 0.7
CC(=O)c1cccc(-c2ccnc3c2CC(C(=O)Nc2ccc(F)c(Cl)c2)O3)c1 (centres undefined) | i | ? | -10% | 2% | -0.4% | . | . | . | -0.9
Cc1ccccc1OCC(=O)N1CCC(c2nc3ccccc3s2)CC1 | . | ? | . | . | 3.7% | -10% | . | 14% | .
CC(C(=O)NCc1ccc2c(c1)OCO2)N(c1ccccc1)S(C)(=O)=O (centres undefined) | i | ? | 13% | 2% | 0.2% | 6% | -3% | 0% | 0.8
O=C(NCCc1ccccc1)c1ccc(Cl)c(S(=O)(=O)N2CCCC2)c1 | i | -27% | -11% | 11% | 0.3% | ? | -5% | -6% | -0.3
CN(C)c1ccc(C(C#N)c2ccccc2)nn1 (centres undefined) | i | 0% | -7% | 6% | 2.7% | ? | -2% | 1% | -1.1
O=C(NCCc1ccccc1Cl)c1ccc(Cn2c(=O)c3cccn3c3cccnc32)cc1 | . | ? | . | . | -0.1% | ? | . | ? | .
Cc1cc(C)c(NC(=O)CSc2nc3ncc(Br)cc3[nH]2)c(Cl)c1 | i | 9% | -6% | 3% | -0.7% | -4% | -3% | 0% | -3.4
COC(=O)c1ccc(S(=O)(=O)N2CCOCC2)o1 | i | -19% | 2% | 8% | -1.0% | 4% | 1% | -5% | -0.9
CC[n+]1ccc(C)c2cc(P(=O)(c3ccccc3)c3ccccc3)ccc21 | i | 10% | 9% | 3% | 4.4% | ? | 1% | 11% | 0.0
CCOc1ccc(C(=O)OCc2cc(=O)n3nc(C4CCCCC4)sc3n2)cc1 | . | -7% | . | . | 0.2% | -26% | . | -1% | .
Cc1ccc(NC(=O)/C(C#N)=C/c2ccc(C)s2)c(C)c1 | i | 31%[activator] | 17% | 23% | -0.1% | 8% | -12% | -7% | -0.7
CC(=O)Nc1nnc(COc2ccccc2)s1 | i | 3% | -25%[57.1 µM] | 13% | 4.4% | 13% | 1% | 0% | 0.3
COC(=O)/C=C1/N/C(=N\c2nc(C)cc(C)n2)N(c2ccccc2)C1=O | i | -2% | 5% | -2% | 8.2% | ? | 1% | -1% | 0.8
COC(=O)CN(c1cccc(C(C)=O)c1)S(C)(=O)=O | i | -13% | 2% | 5% | -0.5% | 8% | 1% | 2% | 0.5
CCCNC(=S)NC1CC2CCC(C1)N2Cc1ccccc1 (centres undefined) | . | 21% | 5% | 9% | -0.4% | 6% | -1% | -2% | 0.2
CCCCn1nnnc1C(c1cc2ccccc2o1)N1CCN(c2c(C)cccc2C)CC1 (centres undefined) | i | . | 10% | 13% | -0.3% | . | . | . | 0.7
COc1ccccc1OCCNC(=O)Cc1ccc(S(=O)(=O)N2CCOCC2)s1 | i | 4% | -11% | -2% | 0.1% | 1% | -1% | -4% | -0.6
Cc1c(Cl)cccc1NC(=O)c1cc(-c2cccs2)on1 | . | -5% | . | . | ? | 5% | . | -2% | .
Cc1sc2nc(CN3CCCC3)nc(N3CCC(C(N)=O)CC3)c2c1C | i | ? | -4% | 9% | 0.9% | . | -3% | -1% | -1.5
COc1cc(/C=C(\CC(=O)O)c2nc3ccccc3s2)cc(OC)c1O | i | -2% | 1% | 5% | 11% | 2% | -3% | -9% | 2.2
O=C(Nc1cccc(-c2nc3cc(Cl)ccc3o2)c1)C1CCCO1 (centres undefined) | i | ? | 0% | 18% | 6.7% | 2% | 2% | 1% | -1.8
O=C(NCc1cccs1)c1cccc(Nc2nc3ccc(Br)cc3[nH]2)c1 | i | ? | -3% | 4% | 4.3% | -4% | -1% | 4% | -0.4
CC1CCCC(NC(=O)CSc2ncccc2C(=O)O)C1C (centres undefined) | i | 35%[activator] | 9% | 2% | -0.1% | 5% | 0% | -1% | -15
CCOC(=O)C1=C(CC)Nc2ccccc2N=C1NC(=O)c1cccc(S(=O)(=O)N2CCOCC2)c1 | i | 1% | -6% | 10% | -0.9% | -1% | 0% | -1% | -1.4

Structures listed so far that have a COOH group (three):
SMILES | pAkt inh | TGFb SMAD3 inh | EPAC2 antag | EPAC2 agonist | Nrf2 activator | Nrf2 inh | Mm-Cpn inhibitor | A549 viability | CCT chaperon mod
COc1ccc(/C=C(\NC(=O)c2ccco2)C(=O)NC(Cc2ccccc2)C(=O)O)cc1 (centres undefined) | i | 2% | 2% | 7% | -0.5% | 0% | -6% | -1% | 0.5
COc1cc(/C=C(\CC(=O)O)c2nc3ccccc3s2)cc(OC)c1O | i | -2% | 1% | 5% | 11% | 2% | -3% | -9% | 2.2
CC1CCCC(NC(=O)CSc2ncccc2C(=O)O)C1C (centres undefined) | i | 35%[activator] | 9% | 2% | -0.1% | 5% | 0% | -1% | -15
